# bovine MsrA act: activates bovine MsrA enzyme. purified bovine MsrA, absorbance read-out. activation, % at 10.6 µM. 360,000 tested, 0.3% active; in the data active = activation above about 7.5%;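 note: 0% = vehicle and 100% = reference activator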
# CSN deneddyl inh: blocks human CSN-mediated cullin deneddylation | Q92905 | Purified CSN, SCF-Nedd8-OG deneddylation, fluorescence polarization | inhibition, % at 12.5 µM | 360,000 tested, 0.38% active;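 active = pattern-corrected inhibition above about 35%, with an unprinted fluorescence ratio check between 0.5 and 1.5, limit read from the data, passing the limit was not always enough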;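 note: 0% = enzyme with substrate and 100% = substrate without enzyme; some results filed as inactive read as strong as hits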
#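 Material: human Csn5 produced in HEK293T cells; Input: enzyme 0.24 nM; Reagent: SCFSkp2-Nedd8OG substrate at 10 nM final; Dosing: 12.5 µM compound; Incubation: 90 min reaction at room temperature; Detection: fluorescence polarization of the substrate; Evaluation: % inhibition of substrate cleavage by Csn5; Control set: substrate-only high control, full reaction low control.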
# MsrA inh: inhibitors of bovine MsrA; purified bovine MsrA, absorbance read-out; inhibition, % at 15.5 µM; 360,000 tested, 0.75% active; in the data active = inhibition above about 4.5%;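 note: 0% = vehicle wells with enzyme and 100% = reference inhibitor wells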
# Rin1 Abl inh: blocks binding of human Rin1 to Abl; inhibition, % at 7.35 µM; TR-FRET Rin1/Abl binding, biochemical; 360,000 tested, 0.4% active; P00519+Q13671; in the data active = inhibition above about 5%, passing the limit was not always enough
# E coli Lon inh: inhibitors of E. coli Lon protease; P0A9M0; purified E. coli Lon protease, fluorescence polarization; inhibition, % at 7.94 µM; 360,000 tested, 0.42% active; in the data active = inhibition above about 13%, passing the limit was not always enough;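 note: 0% = enzyme with probe and DMSO and 100% = no enzyme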
# MLLE-PAM2 inh: inhibitors of microRNA-mediated deadenylation, human PABP1 MLLE binding; inhibition, % at 20 µM; 360,000 tested, 0.36% active; GST-MLLE / FITC-PAM2 fluorescence polarization; in the data active = inhibition above about 35%, passing the limit was not always enough;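 note: plate controls were DMSO wells with GST-MLLE for no effect and wells lacking GST-MLLE protein for full effect; some results filed as inactive read as strong as hits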
# Neddyl block: inhibitors of human cullin neddylation. P61081+Q13564. TR-FRET cullin neddylation, biochemical. calls only at 25 µM. 360,000 tested, 0.58% active; in the data active = inhibition above about 36%
# TbMetRS inhib: blocks T. brucei methionyl-tRNA synthetase activity | purified T. brucei MetRS, ATP depletion, Kinase-Glo luminescence | AID 624268 | inhibition, % at 11.9 µM | 360,000 tested, 0.4% active;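 active = inhibition above a per-plate cutoff of the control wells' mean inhibition plus 3 SD, cut at about 5.5% in these data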;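 note: 0% = DMSO wells median and 100% = median of wells with control inhibitor compound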
#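 assay system = parasite MetRS enzyme | timing = 15 min preincubation, 2 h reaction, all 25 °C | evaluation = percent inhibition relative to median high and low control wells | medium = HEPES buffer containing pyrophosphatase, BSA, spermine, DTT | compound = single dose, 11.9 µM final nominal, 0.9% final DMSO | detection = Kinase-Glo luminescence, ATP depletion format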
# FAS-TE inh: blocks the thioesterase domain of human fatty acid synthase; inhibition, % at 15 µM; 360,000 tested, 0.67% active; AID 602261; P49327; recombinant FAS-TE, OMFH fluorogenic substrate, fluorescence endpoint;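 active = compounds whose normalised, plate-corrected inhibition of enzyme fluorescence in the single-dose primary screen is 50% or more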;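 note: 0% = DMSO with enzyme and 100% = substrate without enzyme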
# Target sequence (P49327 whole entry, looked up, the tested form may be a part): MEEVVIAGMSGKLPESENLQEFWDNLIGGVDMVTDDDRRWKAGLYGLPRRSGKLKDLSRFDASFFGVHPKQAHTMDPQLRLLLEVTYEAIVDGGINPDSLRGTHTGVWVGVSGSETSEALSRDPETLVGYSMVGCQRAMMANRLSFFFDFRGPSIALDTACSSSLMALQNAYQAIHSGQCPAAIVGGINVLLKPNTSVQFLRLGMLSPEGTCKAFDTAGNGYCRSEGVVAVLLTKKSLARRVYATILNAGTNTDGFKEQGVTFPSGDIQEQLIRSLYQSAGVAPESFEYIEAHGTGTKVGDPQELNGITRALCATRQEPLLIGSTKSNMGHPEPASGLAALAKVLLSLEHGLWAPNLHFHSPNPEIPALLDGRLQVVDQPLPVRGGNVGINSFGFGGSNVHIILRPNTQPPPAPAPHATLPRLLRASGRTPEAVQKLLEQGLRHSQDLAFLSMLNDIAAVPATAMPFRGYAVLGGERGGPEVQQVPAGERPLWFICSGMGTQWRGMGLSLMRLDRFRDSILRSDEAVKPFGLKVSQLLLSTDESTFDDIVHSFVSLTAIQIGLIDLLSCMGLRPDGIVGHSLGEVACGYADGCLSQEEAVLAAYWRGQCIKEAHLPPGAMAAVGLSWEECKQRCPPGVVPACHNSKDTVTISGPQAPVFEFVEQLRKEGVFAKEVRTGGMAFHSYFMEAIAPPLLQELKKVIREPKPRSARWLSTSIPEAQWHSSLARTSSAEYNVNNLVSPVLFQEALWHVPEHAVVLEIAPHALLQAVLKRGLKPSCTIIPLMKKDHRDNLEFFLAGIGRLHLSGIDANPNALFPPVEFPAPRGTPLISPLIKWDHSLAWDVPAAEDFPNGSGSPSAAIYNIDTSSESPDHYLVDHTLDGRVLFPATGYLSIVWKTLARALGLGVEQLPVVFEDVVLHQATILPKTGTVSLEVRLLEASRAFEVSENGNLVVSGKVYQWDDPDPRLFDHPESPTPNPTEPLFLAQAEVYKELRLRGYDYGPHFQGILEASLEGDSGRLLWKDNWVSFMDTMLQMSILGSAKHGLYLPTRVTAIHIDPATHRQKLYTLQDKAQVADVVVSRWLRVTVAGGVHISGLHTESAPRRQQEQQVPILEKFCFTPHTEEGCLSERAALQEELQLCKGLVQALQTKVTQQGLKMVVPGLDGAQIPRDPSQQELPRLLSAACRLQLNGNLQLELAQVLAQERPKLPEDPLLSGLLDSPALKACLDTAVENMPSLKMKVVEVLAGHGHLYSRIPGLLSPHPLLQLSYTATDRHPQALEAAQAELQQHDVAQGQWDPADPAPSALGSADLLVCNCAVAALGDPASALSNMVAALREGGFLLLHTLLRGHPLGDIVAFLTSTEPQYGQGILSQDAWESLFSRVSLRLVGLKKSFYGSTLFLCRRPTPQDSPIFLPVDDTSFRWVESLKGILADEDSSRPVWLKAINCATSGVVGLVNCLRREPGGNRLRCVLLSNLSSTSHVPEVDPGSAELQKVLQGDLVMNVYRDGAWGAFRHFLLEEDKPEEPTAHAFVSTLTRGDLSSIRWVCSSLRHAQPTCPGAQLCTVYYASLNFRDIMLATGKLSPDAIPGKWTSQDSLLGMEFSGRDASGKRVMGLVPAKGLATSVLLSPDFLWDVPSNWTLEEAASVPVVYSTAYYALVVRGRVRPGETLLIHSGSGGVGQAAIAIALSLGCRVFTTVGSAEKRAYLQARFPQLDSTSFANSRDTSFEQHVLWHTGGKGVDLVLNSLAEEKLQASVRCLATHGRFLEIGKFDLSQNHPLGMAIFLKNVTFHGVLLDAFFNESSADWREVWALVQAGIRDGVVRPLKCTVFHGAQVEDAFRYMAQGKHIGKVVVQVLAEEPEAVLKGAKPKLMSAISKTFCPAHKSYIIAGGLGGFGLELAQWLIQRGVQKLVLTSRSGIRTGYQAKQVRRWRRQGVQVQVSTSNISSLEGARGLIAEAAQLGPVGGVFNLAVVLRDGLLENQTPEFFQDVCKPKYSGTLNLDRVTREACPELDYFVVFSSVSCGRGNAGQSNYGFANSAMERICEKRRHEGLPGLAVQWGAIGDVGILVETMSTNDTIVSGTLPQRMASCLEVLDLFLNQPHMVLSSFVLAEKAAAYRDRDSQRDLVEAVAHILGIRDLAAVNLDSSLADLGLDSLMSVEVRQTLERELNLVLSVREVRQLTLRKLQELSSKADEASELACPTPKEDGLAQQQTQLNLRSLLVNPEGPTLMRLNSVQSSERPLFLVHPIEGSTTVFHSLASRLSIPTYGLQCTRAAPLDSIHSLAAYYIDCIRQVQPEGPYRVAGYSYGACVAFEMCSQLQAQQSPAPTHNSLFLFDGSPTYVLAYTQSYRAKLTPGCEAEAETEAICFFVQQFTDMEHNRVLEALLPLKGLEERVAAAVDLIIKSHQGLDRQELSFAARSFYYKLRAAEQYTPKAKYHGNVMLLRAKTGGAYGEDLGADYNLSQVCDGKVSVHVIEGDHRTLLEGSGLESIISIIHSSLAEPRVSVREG
# * = called active by the depositor; i = inactive; nt = no result given.
# Every second line gives: bovine MsrA act	CSN deneddyl inh	MsrA inh	Rin1 Abl inh	E coli Lon inh	MLLE-PAM2 inh	Neddyl block	TbMetRS inhib	FAS-TE inh
N=C1C(c2nc(-c3ccc(Br)cc3)cs2)=C(O)CN1NC(=O)c1ccc([N+](=O)[O-])cc1
    -12	-1	1.1	1	1	-11	i	0.3	0
Cc1ccc(-n2c(C)nnc2SCC(=O)NC2CCCC2)cc1
    -2	1	-0.6	0	-1	-23	i	0.3	2
O=C(CC1S/C(=N/N=C2CCCCCC2)NC1=O)Nc1ccccc1C(F)(F)F (configuration not stated)
    -2	3	1.2	3	7	5	i	-0.3	-1
CN1CCN(CCC=C2c3ccccc3Sc3ccc(S(=O)(=O)N(C)C)cc32)CC1
    3	0	-0.4	-1	7	-5	i	-0.5	14
CC1Cc2cccc3c(O)c(C(=O)c4nn[nH]n4)c(=O)n1c23 (configuration not stated)
    -2	1	0.7	-4	-1	-3	i	0.3	-13
CCC(=O)N(Cc1ccc(C)cc1)Cc1cc2cc3c(cc2[nH]c1=O)OCO3
    1	-3	0.5	-5	21*	4	i	-0.6	-20
O=C(NNC(=O)C1CC1)c1cccc([N+](=O)[O-])c1
    -2	0	0.9	-2	-17	-4	i	-0.3	-4
CC(OC(=O)c1ccccc1O)C(=O)Nc1ccc(Cl)cn1 (configuration not stated)
    -1	-2	1.0	-2	3	12	i	0.1	8
COc1ccc(NC(=O)C(c2ccccn2)N(C(C)=O)c2ccc(C)cc2)cc1 (configuration not stated)
    -2	9	1.1	-3	16	-5	i	0.1	-4
COc1ccc2c(c1)-c1c(sn(-c3ccccc3)c1=S)C(C)(C)N2
    -6	-1	4.7*	1	2	-9	i	-0.8	2

# (listing goes on)
# Every second line gives: bovine MsrA act	CSN deneddyl inh	MsrA inh	Rin1 Abl inh	E coli Lon inh	MLLE-PAM2 inh	Neddyl block	TbMetRS inhib	FAS-TE inh
Cn1nc(-c2ccccc2)cc1NC(=O)Nc1ccc(F)cc1
    -1	7	-1.7	0	1	-5	i	0.4	7
Cc1ccc2nc(/C(C#N)=C\c3ccc(N4CCCCC4)c([N+](=O)[O-])c3)[nH]c2c1
    -4	10	-0.2	-1	-25	-9	i	-1.0	13
COc1ccc(OC)c(Nc2nc(N)c([N+](=O)[O-])c(NC3CCCCC3)n2)c1
    1	1	-1.0	0	-5	-8	i	-0.2	-6
COc1ccc(OCCSc2nnc3c(Cl)cc(Cl)cn23)cc1
    -3	0	1.1	-2	-2	0	i	0.7	-3
COc1cc(OC)c(NC(=O)c2cccc(F)c2)cc1Cl
    -2	-6	-1.5	0	0	1	i	-0.3	2
CN(C(=O)c1ccc(N2CCCCC2)c([N+](=O)[O-])c1)C1CCS(=O)(=O)C1 (configuration not stated)
    1	-1	0.9	0	-3	12	i	-0.1	0
CCOc1ccc(N/C(SCc2cccc([N+](=O)[O-])c2)=C(/C#N)C(N)=O)cc1
    -2	0	0.8	-4	-3	6	i	-0.9	41
CN1CCc2nc(SCCOc3ccccc3)c(C#N)cc2C1
    -7	4	0.0	-2	-4	2	i	-1.3	40
COc1ccc(CCNC(=O)C(=O)NCC2CCCN2S(=O)(=O)c2cc(C)ccc2C)cc1 (configuration not stated)
    -4	1	-0.1	3	-2	-1	i	-0.1	9
CCOC(=O)c1c(NC(=O)c2nc3n(n2)C(C(F)F)CC(C)N3)sc2c1CCCC2 (configuration not stated)
    -4	1	-0.8	-1	0	-6	i	-1.4	1

# Continuation:
# Every second line gives: bovine MsrA act	CSN deneddyl inh	MsrA inh	Rin1 Abl inh	E coli Lon inh	MLLE-PAM2 inh	Neddyl block	TbMetRS inhib	FAS-TE inh
N#Cc1c(-c2ccccc2)cc(-c2ccc(O)cc2)nc1N
    -3	3	0.4	1	-5	-19	nt	-0.4	20
O=[N+]([O-])c1ccc(N=Nc2c(O)[nH]c3ccc(F)cc23)cc1
    -5	1	0.6	-1	-7	4	i	-0.8	2
Cc1ccc(NC(=O)C2C3C=CC4(O3)C2C(=O)N(CCCN2CCCC(C)C2)C4C(=O)NC2CCCCC2)cc1 (configuration not stated)
    -4	17	0.0	-3	2	-5	i	-1.2	-3
C/C(=N\N1CCN(Cc2ccc(Cl)cc2)CC1)c1ccc(F)cc1
    -3	2	0.4	0	-7	-19	i	-0.4	17
O=C(C[C@@H]1C/C=C\CC[C@@H](Cc2ccc(F)cc2)C(=O)OC[C@@H]2CCCN2C1=O)N[C@H](CO)Cc1ccccc1
    -9	7	-1.0	1	-2	6	i	-0.2	-3
O=C(NC1CCCC1)c1ccc(CS(=O)(=O)c2ccc(Br)cc2)o1
    1	4	0.7	-2	1	4	i	0.4	4
Cc1ccc(C(=O)/C=C/Nc2ccc3c(c2)OCO3)cc1
    3	2	1.2	0	-12	11	i	-0.2	0
CCOC(=O)CC1COCCN1C(=O)c1cc(COc2ccc(F)c(F)c2)on1 (configuration not stated)
    -4	3	0.1	4	2	6	i	-0.5	6
CCN([C@H](CO)CC(C)C)S(=O)(=O)c1ccccc1
    -7	4	-0.3	-3	-2	-6	i	-0.7	-3
CS(=O)(=O)Nc1cccc(C2=NN(C(=O)c3ccco3)C(c3cccs3)C2)c1 (configuration not stated)
    -1	-2	1.6	-2	-3	-19	i	0.0	-1

# The final five compounds of the part above come first, to join the parts.
# Every second line gives: bovine MsrA act	CSN deneddyl inh	MsrA inh	Rin1 Abl inh	E coli Lon inh	MLLE-PAM2 inh	Neddyl block	TbMetRS inhib	FAS-TE inh
O=C(NC1CCCC1)c1ccc(CS(=O)(=O)c2ccc(Br)cc2)o1
    1	4	0.7	-2	1	4	i	0.4	4
Cc1ccc(C(=O)/C=C/Nc2ccc3c(c2)OCO3)cc1
    3	2	1.2	0	-12	11	i	-0.2	0
CCOC(=O)CC1COCCN1C(=O)c1cc(COc2ccc(F)c(F)c2)on1 (configuration not stated)
    -4	3	0.1	4	2	6	i	-0.5	6
CCN([C@H](CO)CC(C)C)S(=O)(=O)c1ccccc1
    -7	4	-0.3	-3	-2	-6	i	-0.7	-3
CS(=O)(=O)Nc1cccc(C2=NN(C(=O)c3ccco3)C(c3cccs3)C2)c1 (configuration not stated)
    -1	-2	1.6	-2	-3	-19	i	0.0	-1
CCC(C)NC(=O)c1cc(C)no1 (configuration not stated)
    -4	2	1.1	1	-3	12	i	-0.7	-7
O=C(CSC(=S)N1CCCC1)c1ccccc1
    -3	-1	-1.2	-1	-3	-3	i	0.4	2
CC(C)c1nc2cc(C(=O)N3CCN(c4cnccn4)CC3)ccc2o1
    -2	-1	-0.9	0	-5	0	i	-0.3	-8
Cc1cccc(CCNS(=O)(=O)c2ccc3c(c2)NC(=O)C(C)S3)c1 (configuration not stated)
    -6	2	0.5	2	8	-11	i	-0.6	12
Oc1ccccc1-c1nc(NCCN2CCOCC2)c2ccccc2n1
    -5	-1	1.8	-3	-1	3	i	-0.5	5
O=C(NCc1ccc(F)cc1)c1cccc(S(=O)(=O)N2CCOCC2)c1
    0	0	1.3	0	-19	1	i	0.0	-5
CC(C(=O)Nc1ccccc1-c1ccccc1)N1CCN(Cc2ccccc2)CC1 (configuration not stated)
    -4	-13	2.2	3	-7	2	i	-0.2	17
COc1cccc(NC(=O)c2cccc(C(=O)Nc3cccc(OC)c3)n2)c1
    -5	0	0.3	2	1	-4	nt	-0.5	-2
Cn1c(=O)c2cn(-c3cccc4ccccc34)cc2n(C)c1=O
    -5	8	-1.4	-1	-12	1	i	-1.3	1
CCC(C)C(NC(=O)c1ccccc1)C(=O)Nc1ccc(S(=O)(=O)Nc2cc(C)nc(C)n2)cc1 (configuration not stated)
    -8	-2	0.3	1	5	-3	i	-0.5	-3

# (continued)
# Every second line gives: bovine MsrA act	CSN deneddyl inh	MsrA inh	Rin1 Abl inh	E coli Lon inh	MLLE-PAM2 inh	Neddyl block	TbMetRS inhib	FAS-TE inh
CCOC(=O)Cc1csc(NC(=O)c2cc(C)c(C)s2)n1
    -1	0	2.6	-3	-6	-18	i	-0.2	1
Cc1ccc(S(=O)(=O)N2[C@@H](c3ccc(Br)cc3)C(C(=O)O)=CC[C@H]2c2ccc3c(c2)OCO3)cc1
    -2	9	-1.5	1	1	12	i	-1.2	-1
Fc1ccc(-n2cc(CNCCc3ccncc3)c(-c3ccccc3Cl)n2)cc1
    -3	5	-0.6	2	-6	1	i	1.9	5
Cc1nc2ccccn2c1C(=O)/C=C/c1cccc([N+](=O)[O-])c1
    2	14	-0.6	-1	-7	-3	i	-0.2	-4
CC(C)(C)OC(=O)N1CCC(C(=O)Nc2cccc(C(=O)NCCCCc3ccccc3)c2)CC1
    -1	-2	-0.2	-4	-1	-7	i	-0.2	6
Nc1c(C(=O)NCc2ccco2)nnn1CC(=O)Nc1ccccc1
    -1	-4	-0.1	-4	-8	3	i	0.1	-9
S=C(NCc1ccccc1)N/N=C/c1cccs1
    -7	-4	1.9	0	13	17	i	-0.9	8
Cc1ccnc(NC(=O)CNC(=O)c2ccccc2Br)c1
    -4	3	1.2	1	-4	6	i	-0.7	-6
COC(=O)c1ccc(-n2nnnc2SC)cc1
    -1	-1	-0.3	4	-3	35	i	-0.9	-7
O=C(OCc1nnc(-c2ccc([N+](=O)[O-])cc2)o1)C1CCN(C(=O)c2ccc(F)cc2)CC1
    0	-1	0.3	-4	-6	-3	i	-0.2	23

# The list goes on.
# Every second line gives: bovine MsrA act	CSN deneddyl inh	MsrA inh	Rin1 Abl inh	E coli Lon inh	MLLE-PAM2 inh	Neddyl block	TbMetRS inhib	FAS-TE inh
O=c1oc2ccccc2c(O)c1/C=C1\C=Nc2ccccc21
    -10	6	0.8	-2	-10	2	i	-1.0	-17
CCOc1ncccc1C(=O)N1CCN(C(=O)c2ccccc2)CC1
    -16	-1	-0.6	-1	-15	3	i	-0.9	-4
C#CCOCCOCCOCCNc1nc(N2CCN(C(=O)[C@H]([C@@H](C)O)n3cc(CCCCN)nn3)CC2)nc(N2CCN(C(=O)[C@H](C)n3cc(CCCN=C(N)N)nn3)CC2)n1
    1	5	nt	-1	1	12	i	-0.3	-14
Cc1ccc(C(=O)NC(C)c2ccccc2)cc1S(=O)(=O)N1CCOCC1 (configuration not stated)
    -2	-1	-0.1	2	0	6	i	-0.3	0
Cc1ccc(-c2nc(=O)[nH]c3ccc(Br)cc23)cc1
    -1	-6	-0.9	1	0	11	i	0.7	-16
COc1ccc(C(=O)NNC(=O)CNC(=O)C2CCCCC2)cc1
    0	0	0.5	2	-1	-6	i	-0.4	-5
CC(C)C(=O)N1CCCC1(C)C(=O)NCc1ccccn1 (configuration not stated)
    -4	0	-0.1	-7	1	8	i	0.1	-7
COc1ccc(S(=O)(=O)NCCSCc2ccco2)cc1OC
    -3	2	2.7	-2	-12	22	i	-0.4	1
COc1cccc(/C=C2\SC(N3CCCC(C)C3)=NC2=O)c1OC (configuration not stated)
    -5	0	3.8	1	5	10	i	-0.6	-3
COC(c1ccccc1)c1nnc(CCC(=O)N2CCN(CCOc3ccccc3)CC2)o1 (configuration not stated)
    -3	4	-1.0	5	0	-18	i	0.6	-7

# Later entries
# Every second line gives: bovine MsrA act	CSN deneddyl inh	MsrA inh	Rin1 Abl inh	E coli Lon inh	MLLE-PAM2 inh	Neddyl block	TbMetRS inhib	FAS-TE inh
O=S(=O)([N-]c1nc2ccccc2nc1-[n+]1ccccc1)c1ccc(F)cc1
    -11	-6	1.8	-5	-4	-3	i	-1.1	-6
Cc1onc(-c2cccc(Cl)c2Cl)c1C(=O)O/N=C(\N)c1ccc([N+](=O)[O-])o1
    -4	1	0.6	-1	8	-17	i	-0.6	9
Cc1cc(C)nc(NC(=O)NC(=O)c2ccccc2)n1
    0	-3	1.5	0	1	-3	i	0.1	-2
O=C(CSc1nnc(Nc2ccccc2)s1)NC1CC1
    -5	0	0.5	1	-5	-21	i	-0.2	-5

# Compounds as they come, and some 4% of all compounds hit somewhere here.
